EWS-Fli block: blocks EWS/Fli oncoprotein-driven transcription; 350,000 compounds, 0.67% hits; AID 651661; A673 NR0B1-luciferase reporter, viability-normalised; inhibition, % at 12.6 µM;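 active means mean inhibition of at least 50% after viability correction, with every replicate also passing that limit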;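 further: firefly luciferase signal divided by Alamar Blue viability fluorescence both relative to DMSO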
LGR2 antag: Drosophila LGR2 receptor signaling inhibition; HEK293 LGR2, CRE-luciferase, bursicon-stimulated, 4 h; inhibition, % at 9.99 µM; 380,000 compounds, 0.35% hits; AID 720647;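 active means drop in luminescence signal, shown as inhibition above about 50% in the replicate tests, limit read from the data, passing the limit was not always enough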;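 further: agonist challenge used bursicon conditioned medium at about half maximal strength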
ERAP1 inh: blocks human ERAP1 aminopeptidase activity; Q9NZ08; recombinant ERAP1, Leu-AMC fluorescence, 60 min; inhibition, % at 10.7 µM; 340,000 compounds, 0.15% hits;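 active means mean replicate inhibition of at least 30%, or all replicates individually reaching that 30% level; inactive means mean below 30% and not every replicate reaching it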;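 further: 0% = neutral control wells and 100% = L-leucinethiol positive control wells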
Target sequence (Q9NZ08 whole entry, looked up): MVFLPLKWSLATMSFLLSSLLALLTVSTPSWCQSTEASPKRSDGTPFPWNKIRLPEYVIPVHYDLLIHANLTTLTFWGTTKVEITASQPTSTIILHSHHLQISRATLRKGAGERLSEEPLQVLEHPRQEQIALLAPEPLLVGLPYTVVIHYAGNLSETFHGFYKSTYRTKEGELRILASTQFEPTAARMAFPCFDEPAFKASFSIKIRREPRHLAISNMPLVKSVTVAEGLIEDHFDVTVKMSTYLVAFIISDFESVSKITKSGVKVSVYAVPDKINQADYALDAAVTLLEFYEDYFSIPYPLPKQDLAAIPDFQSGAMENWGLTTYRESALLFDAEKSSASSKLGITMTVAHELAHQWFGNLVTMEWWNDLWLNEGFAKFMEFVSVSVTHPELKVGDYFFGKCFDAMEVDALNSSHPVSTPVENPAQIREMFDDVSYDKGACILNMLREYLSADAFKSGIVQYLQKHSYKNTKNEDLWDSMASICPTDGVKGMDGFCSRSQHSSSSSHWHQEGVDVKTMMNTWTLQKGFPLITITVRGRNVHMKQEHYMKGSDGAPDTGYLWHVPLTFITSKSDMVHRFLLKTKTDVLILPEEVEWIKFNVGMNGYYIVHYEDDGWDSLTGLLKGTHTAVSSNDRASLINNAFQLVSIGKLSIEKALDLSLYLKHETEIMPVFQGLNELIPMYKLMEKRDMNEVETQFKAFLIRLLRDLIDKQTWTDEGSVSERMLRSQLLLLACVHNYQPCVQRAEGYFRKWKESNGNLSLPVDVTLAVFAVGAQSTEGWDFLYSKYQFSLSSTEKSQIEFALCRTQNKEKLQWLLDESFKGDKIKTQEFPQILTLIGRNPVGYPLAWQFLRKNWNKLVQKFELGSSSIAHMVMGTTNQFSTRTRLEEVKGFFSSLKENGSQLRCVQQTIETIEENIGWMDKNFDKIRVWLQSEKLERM
PglD DTNB: blocks C. jejuni PglD acetyltransferase activity; inhibition, % at 12.5 µM; purified PglD enzyme, DTNB colorimetric CoA detection; AID 602405; 360,000 compounds, 0.098% hits; in the data active means inhibition above about 16%, passing the limit was not always enough; further: strong numbers were not always called active
PGC1a acetyl inh: PGC1a acetylation modulation, inhibitor mode | U2OS PGC1a acetylation, AlphaScreen anti-acetyl-lysine; with virally co-expressed GCN5 acetyltransferase | inhibition, % at 15.6 µM | 350,000 compounds, 0.17% hits;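 active means every replicate shows inhibition of at least 40%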;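 further: 0% = neutral control wells and 100% = positive control wells; some results beyond the cut were filed as inactive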
PAX8 reporter: inhibitors of PAX8 transcriptional activity in RMG-I cells; RMG-I TPO-luciferase reporter, SteadyGlo, 24 h; inhibition, % at 12.6 µM; 360,000 compounds, 1.2% hits;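 active means mean replicate inhibition at least 60% with every replicate also reaching 60%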;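 further: luciferase light reporting Pax8 driven TPO promoter activity; plate controls were median of neutral control wells for no effect and mitoxantrone controls for full effect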
FN deposition inh: fibronectin deposition inhibition. AH1F fibroblasts, Alexa488-fibronectin deposition fluorescence, overnight. inhibition, % at 12.6 µM. 350,000 compounds, 0.086% hits. AID 743247;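 active means mean inhibition across replicates of 30% or more, regardless of how many single replicates reach that level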;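 further: positive control wells lacked labelled fibronectin entirely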
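Assay system: AH1F fibroblasts / Quantity: 10000 cells per well / Medium: DMEM plus 2% serum, read in PBS / Reagent: labelled fibronectin 24 nM / Dosing: single dose, pinned / Times: 1 h cell attachment, overnight exposure to compound and label / Signal: fluorescence, ex 485 nm, em 525 nm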
S100A4 inh HTS: inhibitors of human S100A4 binding to myosin IIA peptide | 360,000 compounds, 0.14% hits | AID 652163 | inhibition, % at 10.7 µM | S100A4/TAMRA-MyoIIA peptide fluorescence polarization;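 active means mean inhibition of at least 70% across replicates, with every replicate also reaching that level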
Target sequence (P26447 whole entry, looked up): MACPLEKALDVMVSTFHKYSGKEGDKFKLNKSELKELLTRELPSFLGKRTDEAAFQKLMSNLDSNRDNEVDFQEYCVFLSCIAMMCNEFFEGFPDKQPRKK
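System – human S100A4 monomer protein, biochemical binding assay · Buffer or medium – Calcium-containing HEPES buffer, pH 7.2 · Timing – 5 min between mix addition and reading · Also added – TAMRA-labelled myosin IIA heavy-chain peptide probe, 5 nM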
* marks the source's active call; other numbers are inactive results; / = not tested or not shown; & = joins results of further samples.

Values run as follows: FN deposition inh	EWS-Fli block	PAX8 reporter	PglD DTNB	PGC1a acetyl inh	ERAP1 inh	LGR2 antag	S100A4 inh HTS
1: CC(OC(=O)CNS(=O)(=O)c1ccc2ccccc2c1)C(=O)N(C)c1ccccc1 (centres undefined)
    -0.3	-7.0	/	1.6	-0.9	2.0	9.8	-2.0
2: CCN(CC)C(=O)c1nc[nH]c1C(=O)N1CCC(C)CC1
    -4.2	-0.3	-2.8	2.0	4.7	-2.3	0.9	-7.1
3: O=c1c2cc(NC(=S)NCc3ccccn3)ccc2nc2n1CCCCC2
    -0.3	-14.0	-14.2	/	11.3	3.6	-28.5	-1.9
4: CCOC(=O)Cc1nnc(NC(=O)CSc2nncn2C)s1
    /	-7.3	/	/	/	0.7	-4.6	-18.3
5: O=C(Oc1cccnc1)c1ccccc1[N+](=O)[O-]
    /	-4.9	-16.5	/	/	-1.1	-12.4	-7.8
6: COc1ccc(CC(=O)NC(C)(C)C)cc1S(=O)(=O)N1CCOCC1
    -1.1	/	6.8	10.8	-43.5	/	/	/
7: CC(C)c1ccccc1NC(=O)CSc1n[nH]c(=O)n1C1CC1
    4.9	0.5	-3.4	-3.6	0.6	1.1	8.7	-11.2
8: C[C@@H]1CN([C@H](C)CO)C(=O)Cc2cc(NS(=O)(=O)c3cn(C)cn3)ccc2O[C@@H]1CN(C)Cc1ccc(Cl)c(Cl)c1
    /	1.4	12.9	-4.6	0.8	3.6	1.0	2.8
9: O=C(OCC(=O)N1CCC(Cc2ccccc2)CC1)c1cccnc1Cl
    2.3	-15.6	-11.3	-3.4	12.1	-0.3	-45.2	-26.8
10: C/C(=N\NC(=O)CN1CCCCC1)c1cccc([N+](=O)[O-])c1
    -1.1	-59.7	-6.9	/	/	0.5	/	-3.2
11: COc1ccc(N2CCN(C(=O)COC(=O)Cc3cccc(OC)c3)CC2)cc1
    -2.2	2.4	3.5	/	/	0.7	7.1	2.4
12: CC(C)NC(=O)NC(=O)COC(=O)c1ccc(S(=O)(=O)NCc2ccco2)cc1
    -1.7	0.7	3.6	0.6	5.0	0.2	9.5	0.8
13: COc1cccc(C2=CC(=O)C[C@H](c3ccc(F)cc3)C2)c1
    -2.8	-3.3	2.8	3.5	-3.7	-0.1	-14.1	1.8
14: COc1cccc(-c2ccc3c(c2)O[C@H](CN(C)C(=O)C2CCC2)[C@H](C)CN([C@@H](C)CO)S3(=O)=O)c1
    /	14.0	/	3.2	-2.0	1.6	-11.7	-5.3
15: COc1ccc(NC(=O)Nc2cccc3c2O[C@H](CN(C)C(=O)Nc2ccc(F)cc2)[C@@H](C)CN([C@H](C)CO)C3=O)cc1
    -4.4	-0.9	-8.8	1.6	-6.3	0.9	-18.4	32.7
16: O=c1cc(O)cc2n1CCC2
    9.3	2.9	-1.2	/	/	1.4	9.4	1.5
17: Cc1ccc(NC(=O)C(c2ccc(Cl)cc2Cl)N2CCCC2)cc1 (centres undefined)
    9.7	1.4	-10.3	/	/	5.1	/	-5.2
18: Cc1ccccc1S(=O)(=O)N1CC(=O)N2[C@H](CO)[C@@H](c3ccc(C#Cc4ccccc4)cc3)[C@H]2C1
    /	/	/	/	-12.7	0.2	2.3	25.2
19: COc1ccc(CCCC(=O)N/N=C/c2ccc(C)cc2)cc1
    10.4	2.6	-14.7	/	/	0.8	-68.6	1.0
20: O=C(CSc1nnc(CNC(=O)c2cccs2)o1)Nc1ccc(Cl)cc1
    1.2	/	-12.0	-1.3	5.5	-3.2	1.1	-3.1
21: O=C(NNC(=O)C(Cl)Cl)c1cnn(-c2ccccc2)c1C(F)(F)F
    5.4	10.4	12.4	/	/	9.6	4.2	3.6
22: CCOc1ccc(CO/N=C/c2c(C)[nH]c(=O)[nH]c2=O)cc1
    -9.6	2.2	5.4	/	1.8	4.5	23.0	0.2
23: COc1ccc(C(=O)C(C)Sc2nnc(C3CC3)n2C2CC2)cc1 (centres undefined)
    -0.3	4.3	-8.1	2.0	1.2	5.3	-25.6	7.9
24: Cc1ccc(S(=O)(=O)N2CCOCC2)cc1C(=O)Nc1nc(-c2ccccn2)cs1
    9.0	-1.3	50.9	/	/	5.8	7.6	-22.8
25: CC(C(=O)c1c[nH]c(C(=O)N=CN(C)C)c1)c1ncc(C(F)(F)F)cc1Cl (centres undefined)
    -1.0	1.2	3.9	/	8.0	0.9	/	0.4
26: CNC[C@H]1OCCCC[C@@H](C)Oc2ccc(NS(=O)(=O)c3ccc(OC)cc3)cc2C(=O)N([C@H](C)CO)C[C@H]1C
    /	-6.1	9.0	2.6	-19.3	1.5	-5.9	0.8
27: COc1ccc2oc(CS(=O)c3ccccc3)c(C(=O)O)c2c1 (centres undefined)
    -2.3	-8.7	-7.8	4.8	-14.0	-0.3	4.2	0.5
28: Cc1cc(C(N)=O)nn1-c1c(Cl)cc(Cl)cc1Cl
    -0.3	3.6	4.1	/	1.3	0.2	1.4	-1.4
29: O=C(CSc1nnc(Cc2cccs2)n1C1CC1)NC1CCS(=O)(=O)C1 (centres undefined)
    4.1	-0.8	-9.3	0.7	3.4	2.4	4.8	0.7
30: C[C@H](CO)N1C[C@H](C)[C@H](CN(C)Cc2ccc(C(=O)O)cc2)Oc2ccc(NC(=O)Cc3ccccc3)cc2CC1=O
    /	-7.7	-2.9	1.7	-3.1	1.2	-5.2	0.2

Three compounds picked at random from those above, as already listed:
Values run as follows: FN deposition inh	EWS-Fli block	PAX8 reporter	PglD DTNB	PGC1a acetyl inh	ERAP1 inh	LGR2 antag	S100A4 inh HTS
6: COc1ccc(CC(=O)NC(C)(C)C)cc1S(=O)(=O)N1CCOCC1
    -1.1	/	6.8	10.8	-43.5	/	/	/
25: CC(C(=O)c1c[nH]c(C(=O)N=CN(C)C)c1)c1ncc(C(F)(F)F)cc1Cl (centres undefined)
    -1.0	1.2	3.9	/	8.0	0.9	/	0.4
3: O=c1c2cc(NC(=S)NCc3ccccn3)ccc2nc2n1CCCCC2
    -0.3	-14.0	-14.2	/	11.3	3.6	-28.5	-1.9

(next part)
Values run as follows: FN deposition inh	EWS-Fli block	PAX8 reporter	PglD DTNB	PGC1a acetyl inh	ERAP1 inh	LGR2 antag	S100A4 inh HTS
31: O=c1c2[nH]cnc2n(-c2cccc(F)c2)c(=O)n1Cc1ccccc1
    3.0	-7.1	-22.1	0.6	/	-1.3	-6.0	-8.2
32: CCN(CC)C(=O)CSc1ncnc2sc(C)c(C)c12
    -0.8	16.2	-1.6	/	-13.8	-0.5	10.5	-1.0
33: CC1CCc2cc(F)ccc2N1C(=O)c1cccs1 (centres undefined)
    /	9.0	-1.8	0.6	0.5	-7.9	12.0	-7.9
34: O=[N+]([O-])c1cccc(N=NNc2cccc([N+](=O)[O-])c2)c1
    7.6	-59.4	-30.4	-4.1	/	-2.2	-39.6	-8.3
35: COc1ccc(/C=C2/SC(=S)N(CCCC(=O)Nc3ccc(O)cc3)C2=O)cc1
    7.3	21.7	27.5	-15.7	8.6	/	-31.9	12.5
36: C[C@@H]1CN([C@H](C)CO)C(=O)c2cc(NC(=O)C3CCCCC3)ccc2O[C@@H](C)CCCCO[C@@H]1CN(C)C(=O)c1ccncc1
    /	-0.4	-10.6	/	28.7	/	-1.9	/
37: C[C@H]1CCCCO[C@@H](CN(C)Cc2ccc3c(c2)OCO3)[C@@H](C)CN([C@@H](C)CO)C(=O)c2cc(NS(=O)(=O)c3ccc(Cl)cc3)ccc2O1
    -7.6	14.6&-0.1	37.4&7.5	7.8&0.1	13.9&6.6	-3.4&-3.9	-12.4	-3.3&-7.2
38: O=C(CSc1nn(-c2ccccc2)c(=S)s1)Nc1ncccn1
    4.0	-15.7	10.7	/	/	0.2	23.0	-23.9
39: COc1ccccc1-c1sc2cc3c(cc2c1C#Cc1cncn1C)OCO3
    0.3	29.8	11.3	-3.0	-8.5	4.8	21.5	-5.0
40: CCc1ccccc1OCC(=O)Nc1ccc2c(c1)OCCO2
    -8.1	-72.6	-139.5	-0.4	/	-0.1	-46.9	0.8
41: CC(OC(=O)C1=NN(c2ccccc2)C(=O)CC1)C(=O)NC1CCCCC1C (centres undefined)
    -14.1	3.9	-4.4	1.3	20.2	-1.2	-5.0	-2.7
42: O=C(Cc1ccccc1)c1c[nH]c(C(=O)C(Cl)(Cl)Cl)c1
    7.6	8.8	25.8	-2.3	-4.8	-3.2	-10.7	0.4
43: O=C(c1cccc([N+](=O)[O-])c1)c1ccc2c(c1)OCCOCCOCCO2
    -13.5	-3.1	-8.0	-1.0	12.0	1.7	-10.4	-6.6
44: CC(C)NC(=O)N(C)C[C@@H]1Oc2c(NS(C)(=O)=O)cccc2C(=O)N([C@@H](C)CO)C[C@H]1C
    2.6	-15.8	-11.5	3.0	-8.6	-0.7	7.7	-0.6
45: O=C(NCCC(=O)N1CCN(c2ccccn2)CC1)c1ccc(Cl)cc1
    1.7	0.5	-1.9	-4.8	-0.6	0.9	-10.9	35.4
46: C=CCn1c(SC(C)C(=O)NCC2CCCO2)nnc1-c1ccc(OC)cc1 (centres undefined)
    1.1	3.2	3.4	0.2	/	2.9	-17.3	-8.1
47: Fc1ccccc1CN1CCC(Cc2ccccc2)CC1
    -0.5	5.2	-0.3	4.1	-5.8	4.4	11.0	-1.8
48: C[C@@H]1CN([C@H](C)CO)C(=O)c2cc(-c3cccc(F)c3)cnc2O[C@@H]1CN(C)CC1CCOCC1
    /	1.6	-25.5	-3.4	12.2	0.4	2.0	6.9
49: CCO[C@H]1OC(C(=O)N2CCOCC2)=C[C@@H](C)[C@@H]1CCCO
    4.0	0.9	15.4	-2.1	/	-6.4	-7.7	-3.9
50: Nc1nnc(SCC(=O)Nc2ccc3nc(SCC(=O)Nc4ccccc4)sc3c2)s1
    -2.7	/	-15.0	5.1	12.0	/	-13.5	/
51: O=C(O)c1ccc2c(=O)n3c(nc2c1)/C(=C/c1cccc(O)c1)CC3
    1.5	1.0	4.5	-1.8	-2.4	5.6	0.2	21.5
52: CCOC(=O)c1c(C)[nH]c(C(=O)OCc2ccc(F)cc2)c1C
    /	/	-223.9	-2.0	-1.3	-0.3	-69.7	-2.5
53: COc1cc(/C=C2\C(=O)ON=C2c2ccccc2)cc(Cl)c1O
    -10.8	10.2	-12.3	/	-11.2	0.8	-16.6	2.6
54: COc1ccc(C(=O)NNC(=O)c2cccc(F)c2)cc1
    /	-6.0	1.3	/	/	6.4	-7.3	0.8
55: O=C(O)CCC(=O)N1N=C(c2cccs2)CC1c1ccc(Br)cc1 (centres undefined)
    2.4	-3.8	14.4	4.4	4.2	-14.5	-6.1	-6.9
56: C[C@@H]1CN([C@H](C)CO)S(=O)(=O)c2ccc(C#CC3CCCC3)cc2O[C@@H]1CN(C)C(=O)Cc1ccncc1
    -5.2	11.4	90.6*	2.0	-14.2	1.8	20.2	14.8
57: OC[C@@H]1CN(Cc2ccccc2)C[C@H](n2cnc3c(N4CCCC4)ncnc32)O1
    2.5	-9.3	24.7	3.2	/	2.3	-16.4	-0.3
58: CCOC(=O)C1=C(O)/C(=C\c2sccc2C)N=C1C
    -4.6	2.6	3.0	1.1	26.0	8.7	-12.3	-2.6
59: O=C1CC2CC1C(C(=O)O)C2C(=O)O (centres undefined)
    0.8	-3.2	/	/	/	1.1	2.0	6.6
60: CNC(=O)N(O)C1N(NC(=O)Nc2ccccc2)C(=S)SC1(C)C (centres undefined)
    -2.4	-6.4	-4.6	4.5	-2.9	3.6	2.4	-5.0
61: COc1ccc(CN(C)C[C@@H]2OCCCC[C@@H](C)Oc3ccc(NC(=O)Nc4c(C)noc4C)cc3C(=O)N([C@H](C)CO)C[C@@H]2C)cc1
    /	-2.2	-1.1	1.8	-5.2	-3.1	-21.0	-1.9
62: C[C@@H]1CN([C@@H](C)CO)C(=O)CCCn2nncc2CO[C@@H]1CN(C)Cc1ccc2c(c1)OCCO2
    -11.2	0.9	/	-0.2	1.4	-0.4	-6.0	-5.0
